A-T KAP1 phos: potential ataxia-telangiectasia treatment | […] A-T fibroblasts, KAP-1 phosphorylation AlphaLISA; neocarzinostatin DNA damage 30 min before lysis | Potency, µM (titrated, usually from 57.5 µM), without a hit: top-dose activation, hits mostly activators | 320,000 compounds, 0.19% hits | AID 485349; note: potency is the fitted concentration of half-maximal effect; % of control where 0% means no effect; nearly all actives have a fitted effect of over 45% in size
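ATM-like activity read as KAP-1 phosphorylation via AlphaLISA donor/acceptor antibody pairs after lysis and 6 hr at 25C. Cells were ATM-null patient fibroblasts ([…], hTERT), dosed 60 min, then exposed to the DSB inducer NCS for 30 min.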
TRPV1 agonist: human TRPV1 agonism. 320,000 compounds, 0.19% hits. activation, % at 8.33 µM. TRPV1-expressing cells, Fluo-8 calcium influx, agonist mode; in the data active = activation above about 80%; inconclusive = between about 30% and that limit; note: 0% is about no effect
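Fluo-8 calcium influx in TRPV1-expressing cells, kinetic read (ex 480/em 520 nm). Compound added and read 3 min for agonist activity, followed by capsaicin at EC20 final and 2 min further read for enhancement.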
Coupling enz: inhibits coupling enzyme system, counter-screen for aldolase hits; coupling enzyme system counterscreen, AmpLite Red fluorescence; activity change, negative = inhibition, % at 58.2 µM, hits read low; 290,000 compounds, 0.67% hits; in the data active = activity change below about -30%; note: % is set by controls: 0 for no effect and ±100 for the full control effect
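Compounds tested against the coupling enzymes alone at 57.5 uM final; readout was AmpLite Red fluorescence (525/598 nm) after 20 min at RT.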
S-ASM inh: blocks human secretory acid sphingomyelinase; placental ASM, HMU-PC fluorogenic substrate, 60 min; 340,000 compounds, 0.006% hits; Potency, µM (highest dose often 57.5 µM), for the others: at the highest dose activity change, negative = inhibition, usual class: inhibitors; P17405; note: potency is the fitted concentration of half-maximal effect
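Fluorogenic HMU-PC substrate (9 uM final) is turned over by placental ASM in 60 min at 37 C after a 10 min compound preincubation. Reaction ended by alkaline stop (pH 10), with fluorescence read at 386/447 nm.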
KCNH2 3.1 block: blocks the human KCNH2 3.1 channel isoform; 340,000 compounds, 0.95% hits; AID 720553; activity change, % (tested at about 1.8 µM); U2OS KCNH2 3.1, thallium flux FluxOr; stronger effect = lower value;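 active = maximum activity change below -70%; inconclusive = maximum activity change from -70% to -50%; inactive = maximum activity change above -50%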;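 note: thallium influx rate constant from kinetic fluorescence after stimulation buffer; % is set by controls: 0 for no effect and ±100 for the full control effect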
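FluxOr-based Tl+ influx in U2OS cells transduced with KCNH2 3.1 virus; rate constants normalized to DMSO controls.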
MBNL1 CUG block: inhibitors of human MBNL1 binding to CUG repeat RNA. Potency, µM (titrated, usually from 57.5 µM), for the others: at the highest dose activity change, negative = inhibition, most hits filed as inhibitors. 280,000 compounds, 0.036% hits. Q9NR56. AID 2675. TR-FRET MBNL1-His/biotin-(CUG)12 binding, 665/545 ratio; active = well fitted inhibition curve with a large enough effect in the signal ratio, with a control signal flat, not every such curve was filed as active; inconclusive = small, poorly fitted or top-dose-only effect, or effect the other way, or a change in a side signal; inactive = no such curve, though single readings can be large or run the other way; the % refers to the signal ratio; note: potency is the fitted concentration of half-maximal effect; % is set by controls: 0 for no effect and ±100 for the full control effect
Target sequence (Q9NR56 whole entry, looked up): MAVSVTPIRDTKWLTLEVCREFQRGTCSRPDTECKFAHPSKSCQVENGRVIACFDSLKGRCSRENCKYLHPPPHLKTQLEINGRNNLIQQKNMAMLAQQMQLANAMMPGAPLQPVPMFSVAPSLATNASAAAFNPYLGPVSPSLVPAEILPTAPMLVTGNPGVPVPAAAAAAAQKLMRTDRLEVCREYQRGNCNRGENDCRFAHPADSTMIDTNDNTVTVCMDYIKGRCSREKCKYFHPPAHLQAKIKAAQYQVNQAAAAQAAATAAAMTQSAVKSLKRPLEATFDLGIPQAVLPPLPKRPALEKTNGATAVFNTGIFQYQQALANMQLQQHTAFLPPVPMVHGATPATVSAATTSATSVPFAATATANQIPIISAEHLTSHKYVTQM
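MBNL1-His + Biotin-(CUG)12, cpd titration 92 nM–58 uM; Tb anti-His Ab 0.055 ng/ul, SA-XL665 5 nM (final); 60 min RT; ratiometric 665/545 nm, Ex 340 nm; normalized to buffer and full-complex controls.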
GALK inh: galactokinase (human) inhibition | AID 1868 | Purified GALK, Kinase-Glo residual ATP luminescence | 270,000 compounds, 0.007% hits | Potency, µM (doses to about 57.5 µM), inactives show at the highest dose activity change, negative = inhibition, actives largely listed as inhibitors | P51570; note: potency is the fitted concentration of half-maximal effect; % is set by controls: 0 for no effect and ±100 for the full control effect
Target sequence (P51570 whole entry, looked up): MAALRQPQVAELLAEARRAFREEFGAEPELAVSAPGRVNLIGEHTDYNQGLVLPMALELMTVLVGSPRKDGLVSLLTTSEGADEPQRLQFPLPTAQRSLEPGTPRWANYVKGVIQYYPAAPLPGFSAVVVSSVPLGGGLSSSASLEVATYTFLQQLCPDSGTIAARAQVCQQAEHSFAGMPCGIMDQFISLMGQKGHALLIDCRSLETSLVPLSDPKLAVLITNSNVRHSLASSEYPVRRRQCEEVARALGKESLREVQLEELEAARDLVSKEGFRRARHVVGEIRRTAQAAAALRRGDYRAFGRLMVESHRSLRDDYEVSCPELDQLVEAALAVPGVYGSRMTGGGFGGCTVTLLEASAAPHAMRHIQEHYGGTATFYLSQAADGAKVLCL
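Luminescence from leftover ATP (Ultra-Glo luciferase/luciferin) served as read-out after a 1 h room-temperature reaction of 5 nM GALK with 35 uM ATP and 100 uM galactose.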
hERG WT inh: KCNH2 (human, wildtype) channel inhibition | 340,000 compounds, 0.37% hits | AID 720551 | activity change, % at 1.84 µM | Q12809 | U2OS, BacMam KCNH2, thallium flux FluxOr; stronger effect = lower value;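 active = maximum activity change below -70%; inconclusive = maximum activity change between -70% and -50%; inactive = maximum activity change above -50%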; note: % is set by controls: 0 for no effect and ±100 for the full control effect
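U2OS cells transduced with wild-type KCNH2 virus are loaded with FluxOr dye for 45 min, and thallium flux is measured in kinetic reads before and after stimulation buffer. Rate constants are normalized to DMSO controls.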
CXXC DNA block: blocks binding of human MLL CXXC domain to DNA | MLL-CXXC / FITC-HOXA9 DNA fluorescence polarization | Q03164 | 290,000 compounds, 0.037% hits | Potency, µM (top dose mostly 115 µM), for the others: at the highest dose activity change, negative = inhibition, usual class: inhibitors; active = well fitted inhibition curve with a large enough effect in the polarisation, with a control signal flat, not every such curve was filed as active; inconclusive = small, poorly fitted or top-dose-only effect, or effect the other way, or a change in a side signal; inactive = no such curve, though single readings can be large or run the other way; the % refers to the polarisation; note: potency is the fitted concentration of half-maximal effect
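Fluorescence polarization: 7 uM MLL-CXXC (stock) preincubated 5 min with compounds, then 50 nM fluorescein-HOX-A9 DNA (stock) added; 30 min ambient. Buffer 50 mM Tris-HCl pH 7.5, 50 mM NaCl, 1 mM DTT, 0.05% BSA.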
Integrin act MD: integrin-mediated muscular dystrophy alleviation activation. alpha7betagal myoblasts, beta-gal FDG fluorescence, 48 h. Potency, µM (series often up to 38.3 µM), without a hit: top-dose activation, usual class: activators. 350,000 compounds, 0.064% hits. AID 624291;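 note: potency is the fitted concentration of half-maximal effect; 100% = response of the positive control SU9516; nearly all actives have a fitted effect of over 60% in size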
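alpha7betagal+/- myoblasts (passage 13, 250/well) treated 48 h at 37C with compounds at 1:260 dilution of DMSO stock. Lysed, then beta-galactosidase activity read as FDG fluorescence (ex 480/em 540) after 30 min, with pre-read for autofluorescence.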
An asterisk follows results filed as active; ? = inconclusive; / = not tested or not shown; & = joins results of further samples; [ ] = dose if it differs, or a comment. Unless noted, calls come from the whole dose curve; as a rule, active = well fitted curve in the direction sought with a large enough effect; inconclusive = small, poorly fitted or top-dose-only effect, or another doubt; inactive = no such curve, though single readings can be large; an effect the other way counts as inactive or inconclusive.

SMILES	A-T KAP1 phos	TRPV1 agonist	Coupling enz	S-ASM inh	KCNH2 3.1 block	MBNL1 CUG block	GALK inh	hERG WT inh	CXXC DNA block	Integrin act MD
Cc1cc(C)c(S(=O)(=O)N2CCN(C(=O)CCn3nc(C)c(C)c3C)CC2)c(C)c1	-1%	-1	-1	-2%	-15	-3%	17%	9	-5%	-24%
CC1(C)NC(=O)N(CC(O)CN(c2ccccc2)S(=O)(=O)c2ccccc2[N+](=O)[O-])C1=O (stereo not given)	4%	0	0	-1%	0	9%	-1%	-8	3%	-5%
O=C(Oc1ccc(Br)cc1C(=S)N1CCOCC1)c1ccccc1	21%	-4	-4	-5%	-3	-8%	-3%	-3	180%[activator]	12%
Cn1c(=O)oc2cc(S(=O)(=O)NCCC(=O)NC3CCCC3)ccc21	-7%	1	2	2%	9	-7%	1%	-1	3%	10%
Cc1ccccc1NN=Nc1nc2c([nH]1)c(=O)n(C)c(=O)n2C	1%	1	0	5%	-24	20%	/	1	5%	-3%
COc1ccc(NC(=O)c2cc3c(CO)cnc(C)c3oc2=Nc2cccc(F)c2)c(OC)c1	7%	-1	-3	-5%	-16	8%	/	1	6%	?
COc1ccccc1C(=O)NC(CCSC)C(=O)NCC(c1cccs1)N1CCOCC1 (stereo not given)	0%	-2	/	5%	19	/	/	11	/	15%
CC1CCCN(C(=O)C2CCN(S(=O)(=O)c3cccc4nonc34)CC2)C1 (stereo not given)	-5%	1	1	-2%	-2	?	-4%	-34	-3%	3%
O=C(NCc1ccccc1)C1=C[C@H](c2coc3ccccc3c2=O)C[C@H](OCc2ccc(CO)cc2)O1	21%	19	0	0%	-38	22%	2%	5	-1%	-8%
COc1ccc(S(=O)(=O)N2CCC(C(=O)NCCCN3CCOCC3)CC2)cc1	7%	0	1	0%	0	-6%	8%	6	6%	25%
CCCSc1nnc(CSc2nc(C)cc(C)n2)n1C	0%	1	-2	6%	-8	-12%	6%	-13	-1%	-35%
Cc1c(C(=O)OCC(=O)N(C)Cc2ccccc2)oc2ccccc12	7%	10	/	-6%	-12	/	/	-15	/	-3%
CS(=O)(=O)NNC(=O)CN1C(=O)C2C3C=CC(C3)C2C1=O (stereo not given)	3%	-1	-3	0%	-8	-4%	3%	6	-3%	0%
CCCCCCCCCCCCCCCC[n+]1cccc(C(=O)N(CC)CC)c1	-1%	-4	5	?	-18&-25	-14%	0%	6&12	-4%	-60%&-63%[inhibitor]
Cc1nnc2c(NC3CCCCC3)nc3ccccc3n12	1%	27	1	-10%	-5	8%	-1%	0	31%[activator]	-9%
CC(C)P(=O)(Cc1cccc(C#N)c1)C(C)C	3%	2	0	-2%	-11	-7%	5%	3	-1%	9%
O=C(COC(=O)c1ccc([N+](=O)[O-])o1)NC12CC3CC(CC(C3)C1)C2	7%	/	/	-2%	-8	/	/	-11	/	5%
O=C(CSc1nc2scc(-c3ccco3)c2c(=O)n1-c1ccccc1)N1CCOCC1	2%	19	0	-2%	-2	8%	0%	-7	16%	-18%
Cc1cc(C)n2cc(CSc3ccc(Br)cc3)nc2n1	20%	-1	0	-2%	-2	-3%	0%	1	-3%	6%
N=c1c(C(=O)NCc2ccc3c(c2)OCO3)cc2c(=O)n3ccccc3nc2n1Cc1cccnc1	-5%	18	0	161%[activator]	-22	?	-2%	-2	31%[activator]	0%
O=C(CN(C(=O)CCC(=O)Nc1nccs1)c1ccc(F)cc1)NCC1CCCO1 (stereo not given)	2%	-1	-2	5%	1	-2%	-1%	0	0%	-4%
O=C(NCc1ccco1)c1ccc(CS(=O)(=O)c2cccc(C(F)(F)F)c2)o1	-1%	1	5	0%	-1	0%	2%	-6	4%	-9%
Cc1cc(NS(=O)(=O)c2ccc(-c3ccccc3)cc2)no1	/	12	14	7%	7	-11%	3%	3	2%	24%
CNC(=O)CSc1nnc(-c2ccco2)n1-c1cccc(C)c1	6%	-3	-1	-2%	4	2%	-3%	-3	9%	-13%
Cc1ccccc1NC(=O)Nc1cc(S(N)(=O)=O)ccc1C	9%	/	/	-1%	12	-4%	-1%	-5	0%	21%
CCOC(=O)c1cnn(-c2cc(C)nc3c(-c4ccccc4)cnn23)c1N	31%	-9	0	-8%	-1	-1%	0%	5	-8%	-1%
O=C(C[C@@H]1C/C=C\CC[C@H](Cc2ccc(F)cc2)C(=O)OC[C@@H]2CCCN2C1=O)N[C@H](CO)Cc1ccccc1	9%	/	/	-1%	-5	/	/	0	/	5%
COC(=O)c1oc2ccccc2c1-n1cccc1	/	-6	3	0%	-13	2%	4%	-19	-4%	37%
CCCCCCCCCn1cc(C(C)=O)c(=O)[nH]c1=O	9%	0	2	-9%	2	-2%	/	-6	-14%	-24%
CC(C)c1ccc(S(=O)(=O)N2CCC(C(=O)NCC3(N(C)C)CCCCC3)CC2)cc1	-6%	-2	/	1%	-31	-6%	0%	14	-5%	-23%

One compound at a time, as listed above. Screens in order: A-T KAP1 phos	TRPV1 agonist	Coupling enz	S-ASM inh	KCNH2 3.1 block	MBNL1 CUG block	GALK inh	hERG WT inh	CXXC DNA block	Integrin act MD
`N=c1c(C(=O)NCc2ccc3c(c2)OCO3)cc2c(=O)n3ccccc3nc2n1Cc1cccnc1` as listed: -5%	18	0	161%[activator]	-22	?	-2%	-2	31%[activator]	0%
`COc1ccccc1C(=O)NC(CCSC)C(=O)NCC(c1cccs1)N1CCOCC1` (stereo not given) as listed: 0%	-2	/	5%	19	/	/	11	/	15%

The list goes on:
SMILES	A-T KAP1 phos	TRPV1 agonist	Coupling enz	S-ASM inh	KCNH2 3.1 block	MBNL1 CUG block	GALK inh	hERG WT inh	CXXC DNA block	Integrin act MD
CC1CCN(Cc2c(C(=O)O)nnn2-c2nonc2N)CC1	-3%	-2	1	1%	18	-5%	4%	18	8%	-10%
c1ccc(OCc2nn3c(Cn4cnc5ccccc54)nnc3s2)cc1	6%	-1	0	-14%	-22	4%	-1%	-16	-28%	-10%
Cc1nc2ccc(C(C(F)(F)F)(C(F)(F)F)C(F)(F)F)cc2[nH]1	0%	14	-1	-2%	7	-5%	1%	-12	3%	-4%
CCOC(=O)Cn1c(S(=O)(=O)Cc2cccc(F)c2)nc(-c2ccccc2)c1-c1ccccc1	7%	/	6	-2%	-17	-4%	-1%	2	-6%	-13%
Cc1ccccc1C(=O)NC(NCC1CCCO1)C(Cl)(Cl)Cl (stereo not given)	3%	2	0	1%	-4	-6%	-3%	4	-4%	-8%
CS(=O)(=O)N(CC(=O)NCCSCc1cccc(Cl)c1)c1ccc(F)cc1	9%	-1	0	-1%	-16	12%	1%	-3	6%	-16%
Cc1ccc(S(=O)(=O)NCC(=O)N2CCOCC2)cc1	4%	/	-2	-1%	-4	-16%	2%	-2	-5%	14%
Cn1c(=O)c2c(nc(N3CCN(C(=O)c4ccco4)CC3)n2CCSc2ncccn2)n(C)c1=O	0%	0	3	3%	8	-3%	6%	8	10%	0%
Cc1nc(C)c(C(=O)O)c(-c2ccsc2)c1C(=O)O	-3%	0	0	-3%	0	-5%	4%	8	11%	16%
C=CCNC(=S)Nc1ccc2nc(C)oc2c1	-2%	1	2	5%	13	-6%	8%	-1	14%	0%
Nc1nc2ccc(-c3nc4ccccc4o3)cc2s1	2%	6	3	10%	-4	20%	0%	-5	3%	5%
CCCC(=O)Nc1nc2nc(-c3ccccc3)cc(-c3ccccc3)n2n1	4%	1	1	32%	-4	-10%	/	7	-1%	2%
CCOc1ccc(NC(=O)CN2CCN(c3ccc(F)cc3)CC2)cc1	10%	12	1	3%	32	3%	0%	1	-3%	0%
Cc1cc(C)n(CCNC(=O)c2cc(COc3ccc4ncccc4c3)on2)n1	11%	1	-1	-3%	-6	5%	-2%	-2	-4%	-24%

Structural class, the entries above with an aryl thioether with sulfur outside any ring (5)
SMILES	A-T KAP1 phos	TRPV1 agonist	Coupling enz	S-ASM inh	KCNH2 3.1 block	MBNL1 CUG block	GALK inh	hERG WT inh	CXXC DNA block	Integrin act MD
CCCSc1nnc(CSc2nc(C)cc(C)n2)n1C	0%	1	-2	6%	-8	-12%	6%	-13	-1%	-35%
O=C(CSc1nc2scc(-c3ccco3)c2c(=O)n1-c1ccccc1)N1CCOCC1	2%	19	0	-2%	-2	8%	0%	-7	16%	-18%
Cc1cc(C)n2cc(CSc3ccc(Br)cc3)nc2n1	20%	-1	0	-2%	-2	-3%	0%	1	-3%	6%
CNC(=O)CSc1nnc(-c2ccco2)n1-c1cccc(C)c1	6%	-3	-1	-2%	4	2%	-3%	-3	9%	-13%
Cn1c(=O)c2c(nc(N3CCN(C(=O)c4ccco4)CC3)n2CCSc2ncccn2)n(C)c1=O	0%	0	3	3%	8	-3%	6%	8	10%	0%
